# mABHD4 FP = ABHD4 inhibitors, primary screen, biochemical, fluorescence polarization, mouse; 370,000 tested, 0.54% active; purified mABHD4, FP-Rh probe fluorescence polarization; (Lyso)-N-acylphosphatidylethanolamine lipase (Mus musculus), Q8VD66; inhibition, % at 8.92 µM;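 active = inhibition exceeding the mean over every tested compound plus 3 SD, cut at about 30% in these data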;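 note: 0% = plate median of compound wells and 100% = S159A mutant with DMSO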
#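 assay system = mABHD4 protein | compound dosing = single nominal dose of 8.92 µM, 0.89% DMSO final | read-out basis = percent inhibition of probe binding, normalized to plate controls | schedule = Enzyme–compound pre-incubation 45 min, then probe 60 min, both 25 °C | detection = fluorescence polarization, excitation 525 nm, emission 598 nm, BODIPY TMR filters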
# LEDGF integ inh = blockers of LEDGF/p75-dependent integrase strand transfer – biochemical, TR-FRET, high throughput, primary screen; 370,000 tested, 0.64% active; inhibition, % at 3.7 µM; AID 743269, 2014; TR-FRET IN-LEDGF/p75 DNA integration, Eu/Cy5; HIV-1 integrase (with human LEDGF/p75);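 active = inhibition above the screen-wide mean plus 3 SD, cut at about 13% in these data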;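 note: signal is the Cy5 over europium emission ratio at 671 and 618 nm; 0% = plate median of compound wells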
# NPR2 activator = human GC-B receptor activators, primary screen, HEK293 GC-B cells, cGMP TR-FRET, EC30 CNP | 370,000 tested, 0.11% active | AID 1920062, 2024 | Atrial natriuretic peptide receptor 2 (Homo sapiens), P20594 | activation, % at 10 µM | 0% at EC30 CNP, 100% saturating CNP;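 active = activation at 10 µM reaching about 35% in either raw or pattern-adjusted values, limit read from the data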
# HTRA1 inh = HTRA1 serine protease inhibitors, primary screen, biochemical, fluorescence polarization, HTS; Q92743; AID 504803, 2011; recombinant HTRA1, FP-rhodamine activity-based probe; 340,000 tested, 0.5% active; inhibition, % at 5.96 µM; in the data active = inhibition above about 36%;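 note: 0% = enzyme with DMSO and 100% = wells lacking enzyme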
# SIAE inh = human SIAE inhibitors, primary screen, biochemical, fluorescence polarization, FP-Rh probe, 1536-well HTS; inhibition, % at 9.66 µM; SIAE FP-Rh probe binding; 370,000 tested, 0.69% active; Sialate O-acetylesterase (Homo sapiens), Q9HAT2;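 active = inhibition above a cutoff: mean of compounds within the control limits plus 3 SD of those, cut at about 17% in these data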;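 note: 0% = plate median of compound wells and 100% = probe without SIAE protein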
# Target sequence (Q9HAT2 whole entry, looked up): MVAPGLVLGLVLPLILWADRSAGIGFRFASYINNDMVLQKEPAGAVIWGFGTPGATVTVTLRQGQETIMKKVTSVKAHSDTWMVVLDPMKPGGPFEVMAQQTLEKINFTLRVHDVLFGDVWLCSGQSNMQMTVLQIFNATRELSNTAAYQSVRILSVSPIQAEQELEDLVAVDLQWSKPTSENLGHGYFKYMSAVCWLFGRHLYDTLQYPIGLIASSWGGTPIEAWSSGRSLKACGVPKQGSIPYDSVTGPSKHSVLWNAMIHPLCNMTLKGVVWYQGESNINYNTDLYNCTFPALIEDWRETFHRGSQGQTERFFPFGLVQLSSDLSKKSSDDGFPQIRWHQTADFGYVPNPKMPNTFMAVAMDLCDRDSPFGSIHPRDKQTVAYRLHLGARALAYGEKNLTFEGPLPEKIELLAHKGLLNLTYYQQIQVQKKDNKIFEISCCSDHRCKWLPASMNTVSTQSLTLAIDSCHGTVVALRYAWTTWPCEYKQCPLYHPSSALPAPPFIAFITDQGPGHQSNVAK
# MBD2 DNA inh = inhibitors of MBD2 binding to methylated DNA, primary screen, biochemical, TR-FRET, DNA-binding domain, human; MBD2 binding to methylated oligonucleotide; inhibition, % at 4.4 µM; 370,000 tested, 0.31% active; AID 686964, 2013; in the data active = inhibition above about 13%
# TCR-CD3 inh = inhibitors of human TCR-CD3 interaction, primary screen, biochemical, fluorescence, TAMRA-labeled TCR probe | AID 651800, 2012 | inhibition, % at 9.4 µM | 360,000 tested, 0.37% active | T-cell receptor (TCR); in the data active = inhibition above about 19%;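 note: recombinant mutant TCR 2C K166C tagged with TAMRA read by polarization; 0% = receptor in buffer alone and 100% = receptor with positive control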
# rCAG binder = binders of r(CAG) RNA repeats, primary screen, biochemical, fluorescence; r(CAG) RNA repeat, TO-PRO-1 dye displacement fluorescence; inhibition, % at 3 µM; 370,000 tested, 1.3% active; AID 651821, 2012;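 active = inhibition above the plate cutoff, the mean of all test compounds on that plate plus 3 SD, cut at about 35% in these data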;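 note: 0% = DMSO alone and 100% = 100 µM mitoxantrone as full dye displacement; higher means more dye released from RNA so lower well fluorescence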
# PRMT1 inh = PRMT1 methyltransferase inhibitors, primary screen, biochemical, fluorescence polarization; Protein arginine N-methyltransferase 1 (Homo sapiens), Q99873; inhibition, % at 2.79 µM; AID 652257, 2013; 370,000 tested, 1.3% active; recombinant PRMT1, activity-based probe fluorescence polarization;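 active = inhibition above about 21% made by adding two undisclosed values, limit read from the data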
# Target sequence (Q99873 whole entry, looked up): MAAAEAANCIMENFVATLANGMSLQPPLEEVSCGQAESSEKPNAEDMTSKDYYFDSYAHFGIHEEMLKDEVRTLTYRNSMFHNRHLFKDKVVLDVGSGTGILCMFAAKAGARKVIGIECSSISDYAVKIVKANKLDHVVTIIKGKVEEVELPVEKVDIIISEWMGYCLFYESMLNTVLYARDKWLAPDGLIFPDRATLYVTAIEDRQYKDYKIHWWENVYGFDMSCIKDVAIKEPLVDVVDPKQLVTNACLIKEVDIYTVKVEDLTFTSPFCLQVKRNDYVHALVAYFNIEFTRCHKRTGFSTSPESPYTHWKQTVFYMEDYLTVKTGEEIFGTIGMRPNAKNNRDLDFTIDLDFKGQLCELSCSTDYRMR
# TDP2 absorb = human TDP2 enzyme inhibitors, primary screen, biochemical, epi absorbance, recombinant enzyme | T5PNP hydrolysis, p-nitrophenol absorbance 415 nm | 370,000 tested, 0.34% active | inhibition, % at 12.8 µM;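 active = inhibition above the mean of all tested compounds plus 3 SD, set per campaign, cut at about 25% in these data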;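 note: 0% = DMSO with enzyme and 100% = buffer with substrate but no TDP2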
#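 System – recombinant human TDP2 · Amount – 120 nM TDP2 per well · Buffer or medium – Mg2+-containing Tris-HCl buffer, pH 7.5 · Reagent – T5PNP substrate, 5 mM · Dosing – 12.8 µM single point, 1% DMSO · Incubation – 2 h at 37 °C · Measured by – epi absorbance · Read-out basis – percent inhibition · Benchmarks – high control without enzyme, low control DMSO plus TDP2 · Repeats – singlicate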
# The depositor's hits bear a star; . = not tested or not shown. Only part of the results is shown; count on the stated rates, not on these rows.
SMILES	mABHD4 FP	LEDGF integ inh	NPR2 activator	HTRA1 inh	SIAE inh	MBD2 DNA inh	TCR-CD3 inh	rCAG binder	PRMT1 inh	TDP2 absorb
COc1ccc(CN2C(=O)c3ccccc3C2C(=O)NC2CCC(C)CC2)c(OC)c1 (centres undefined)	-9	3	-4	-3	-7	-6	8	7	-1	-9
CCCCNC(=O)Nc1ccccc1C(=O)NCCC	-1	1	1	3	3	0	-1	-1	3	-5
COc1ccc(OCC(O)CNC(=O)Nc2ccc(C(C)(C)C)cc2)cc1 (centres undefined)	-5	-6	7	0	3	6	1	-3	4	-4
CC(=O)c1sc(NC(=O)COc2ccc(C)c(C)c2)nc1C	6	-2	2	-4	-12	3	-8	-2	1	7
O=C(NCc1ccco1)c1cc([N+](=O)[O-])ccc1N1CCCCC1	3	-1	4	-1	0	-4	-3	-2	-2	5
Cc1cccc(C2c3[nH]c4ccccc4c3CCN2Cc2ccc(C)s2)n1 (centres undefined)	4	-4	2	-16	15	-2	1	0	-2	0
CCOc1ccc(NC(=O)Cn2nnc(-c3ccccc3F)n2)cc1	-1	-4	4	-5	5	2	-5	0	-1	-9
CCOc1ccc(NC(=S)N(CCc2c(C)[nH]c3ccc(C)cc23)Cc2cccnc2)cc1	5	-4	0	-7	10	0	-5	9	2	11
Cc1nn(-c2ccccc2)c(C)c1C(=O)OCC(N)=O	3	-1	-1	5	-6	3	0	2	0	-13
COc1ccc(S(=O)(=O)N(C)C)cc1NC(=O)CSC(C)C(=O)Nc1cc(C)on1 (centres undefined)	-2	-4	3	5	0	0	-8	2	5	0
Cc1ccc2c(c1)nnn2C1CCN(S(C)(=O)=O)CC1	-3	-1	-8	6	-7	-2	-3	0	-3	-8
CC(=O)Nc1ccc2c(CSc3nnc(-c4cccnc4)n3-c3ccc(C)cc3C)cc(=O)oc2c1	-8	0	-3	-8	-7	3	0	2	0	4
NNc1nc(-c2ccccc2Cl)nc2ccccc12	2	-1	1	-5	8	-1	-4	2	2	9
Cc1nc(NC(=O)C2CC2)sc1C(=O)N(C)C	2	0	4	6	-20	3	3	3	-4	-1
COC(=O)c1ccc(C)c(NC(=O)CSc2sc3c(O)cc(=O)[nH]c3c2C#N)c1	-1	14*	-6	-15	-3	14*	12	61*	49*	-4
Cc1ccc(S(=O)(=O)NC(=O)COc2ccccc2)cc1	4	0	4	5	-1	3	-5	2	2	8
COC(=O)CSc1nc(C2CC2)nc2ccccc12	2	1	2	3	7	1	0	-5	2	-2
COc1cccc(NS(=O)(=O)c2ccc(OC)c(OC)c2)c1	-8	-2	0	10	-6	3	-3	0	1	14
CN(C)CCn1c(=O)n(Cc2ccccc2)c(=O)c2c3c(sc21)CCCCC3	3	2	3	-16	-10	0	5	0	-1	-1
COc1cccc(-c2nc(NC(C)(C)C)c3ccccc3n2)c1O	11	4	0	-13	15	-5	-3	14	-4	5
Cc1cnc(-c2nc3ccccc3n2C(C(=O)NC(C)(C)C)c2ccncc2)cn1 (centres undefined)	6	-2	-4	.	1	1	1	0	8	2
CC(NC(C(=O)c1ccccc1)c1ccccc1)c1ccccc1 (centres undefined)	-3	1	-8	-5	1	2	-2	0	-4	-1
Cc1cccc(S(=O)(=O)NC(=O)C2(C)CCN2C(=O)Cc2ccc(C(C)(C)C)cc2)c1 (centres undefined)	-1	6	0	.	-11	-6	0	40*	-4	-10
O=C(COC(=O)C1CCN(S(=O)(=O)c2ccc(Cl)c(C(F)(F)F)c2)CC1)NCc1ccco1	-3	-3	0	-3	-1	4	-5	-4	4	5
CCCn1c2ccccc2c2nnc(SCc3[nH]c(=O)[nH]c3C(=O)CCCCC(=O)OCC)nc21	-1	30*	4	-5	8	-4	3	0	4	3
Cc1ccc(S(=O)(=O)NCCCC(=O)N2CCC(C)CC2)cc1	-1	2	4	5	2	1	6	-2	-3	2
Cc1ccc(-n2cc(C(=O)c3ccccc3O)cn2)cc1	-1	1	4	-15	4	2	-2	-3	1	5
Nc1ncnc(Nc2ccccc2Cl)n1	-1	-2	4	3	-10	1	-11	-2	4	5
CC(=O)Nc1nc(C)c(C(C)C)s1	3	-4	1	5	7	2	-3	-4	1	2
O=C(NNC(=O)C1CCCC1)c1ccccc1F	4	0	0	3	6	-4	-2	0	-2	6
COc1cc(NC(=O)c2ccc3c(c2)OCO3)c2ncccc2c1	-5	-6	-6	-12	0	2	-4	3	-1	-3
CCN(CC)C(=O)Nc1ccccc1C	-1	-4	6	1	-2	1	-4	5	1	-6
COCCN(C(=S)Nc1c(C)cccc1C)C(C)c1cccnc1 (centres undefined)	4	2	8	5	7	-1	2	-1	-4	9
CC(=O)Nc1ccc(-c2ccnc3c2CC(C(=O)NC(C)C)O3)cc1 (centres undefined)	8	-1	0	.	5	-3	6	-1	-1	-8
COC(CNC(=O)c1ccc2c(c1)ncn2-c1cccc(F)c1)OC	-3	1	-3	2	3	4	0	-2	1	-4
NC(=O)CSc1nnc(COc2ccccc2)n1CCc1ccccc1	-2	-1	-8	-1	8	1	-3	-6	-2	9
Cc1cc(C(=O)N/N=C/c2ccc(N(C)C)cc2)c2ccccc2n1	3	1	-5	-5	5	-6	6	0	-3	-1
Cc1cccc(NC(=O)c2ccc3c(c2)C(=O)N(c2ccccc2C)C3=O)n1	0	2	-1	-3	-2	-3	7	-7	-3	16
On1c(-c2ccccc2Cl)nc2ncccc21	-4	8	6	1	-2	3	7	0	-2	2
COc1ccc(C(=O)NN2CCCCC2)cc1OC	-5	-3	3	-4	-3	-4	0	2	-2	4
CCN1C(Nc2ccccc2)=NC[C@@H]1C	1	1	2	3	-2	2	0	1	-4	0
Cc1cccc(N(Cc2ccccc2)C(=O)c2ccccc2F)c1	2	4	-8	-4	0	-5	-5	-5	-1	-9
O=C(CNC(=O)c1ccc2ccccc2c1)NC1CCCCC1	5	-4	1	-4	2	2	-4	1	2	10
O=C(NCc1ccccc1)C(=O)NCC1CCCN1S(=O)(=O)c1cccs1 (centres undefined)	2	1	-1	-8	2	-1	5	1	1	0
O=C(Nc1nc2n(n1)C(c1ccc(Cl)cc1)CC(c1ccc(Cl)cc1)N2)c1ccco1 (centres undefined)	-6	-1	-2	.	-9	9	-5	12	4	-3
COc1ccc(C2=Nc3cc(C)ccc3OC2)cc1	-1	-4	-1	-14	-7	6	-2	18	11	-7
COc1cc(NC(C)=O)c2ncccc2c1Br	-5	0	-3	-2	-2	5	-3	-1	2	7
Cc1ccc(C(=O)OCc2cc(=O)n3ccsc3n2)s1	-5	5	-4	-1	-5	-1	1	3	-6	8
O=[N+]([O-])c1cccc(/C=N/Nc2cc(Cl)nc(-c3ccccc3)n2)c1	3	0	-2	-1	-4	1	2	6	-3	-3
CCNC(=O)C1(C)CCN(C(=O)c2cccc3ccccc23)C1 (centres undefined)	6	2	0	.	-3	0	2	-1	-1	-6

# More structures.
SMILES	mABHD4 FP	LEDGF integ inh	NPR2 activator	HTRA1 inh	SIAE inh	MBD2 DNA inh	TCR-CD3 inh	rCAG binder	PRMT1 inh	TDP2 absorb
CN(CC(=O)Nc1c(Cl)cccc1Cl)C(=O)CNC(=O)c1sc2ccccc2c1Cl	-3	1	-3	14	11	-2	1	2	-4	-2
CCOP(=O)(OCC)C(Nc1ccccc1)c1cccnc1 (centres undefined)	0	6	1	6	5	6	2	-2	-3	7
CCCC(=O)Nc1nnc(COC)s1	-3	1	3	9	-5	-2	-12	4	-2	-2
Cn1c(SCC(=O)NC2CC2)nnc1C(F)(F)F	0	-1	4	5	-1	2	3	1	-4	8
Cc1ccc(OCC(=O)N2CCc3ccccc32)cc1	-10	-3	-6	-1	9	7	-8	-1	6	-5
CC1CN(C(=O)N(C)C)CCN1C(=O)N(C)C (centres undefined)	3	-1	5	0	0	-5	5	3	-3	5
OCC1(Cc2ccccc2)CCN(Cc2cccc(F)c2F)CC1	-2	4	-4	10	9	5	5	-8	-7	3
O=C(NCCc1nc2ccccc2[nH]1)c1cc([N+](=O)[O-])cc([N+](=O)[O-])c1	11	-2	-6	0	3	0	3	0	0	3
CCC1(c2ccccc2)NC(=O)N(CC(=O)NCc2ccncc2)C1=O (centres undefined)	-4	0	-6	4	5	-3	4	-1	2	4
CC(=O)Nc1ccc(S(=O)(=O)NCCSc2ccccn2)cc1	7	0	4	-5	5	5	-2	-2	-1	10

# Compounds shown so far containing a CF3 group:
SMILES	mABHD4 FP	LEDGF integ inh	NPR2 activator	HTRA1 inh	SIAE inh	MBD2 DNA inh	TCR-CD3 inh	rCAG binder	PRMT1 inh	TDP2 absorb
O=C(COC(=O)C1CCN(S(=O)(=O)c2ccc(Cl)c(C(F)(F)F)c2)CC1)NCc1ccco1	-3	-3	0	-3	-1	4	-5	-4	4	5
Cn1c(SCC(=O)NC2CC2)nnc1C(F)(F)F	0	-1	4	5	-1	2	3	1	-4	8

# Continued:
SMILES	mABHD4 FP	LEDGF integ inh	NPR2 activator	HTRA1 inh	SIAE inh	MBD2 DNA inh	TCR-CD3 inh	rCAG binder	PRMT1 inh	TDP2 absorb
N#Cc1nc(-c2ccc(OCc3ccc(Cl)cc3)cc2)oc1N1CCOCC1	-1	-3	-6	2	9	-3	-2	-3	-2	0
Cc1ccc(NC(=S)NCc2ccco2)c(C)c1	-1	0	6	0	7	4	2	1	-2	-19
O=C(NNC(=O)c1ccc(F)cc1F)c1ccc(-n2cnnn2)cc1	0	-1	1	4	5	1	3	0	3	13
CCOc1ccc(NC(=S)Nc2cccc3ccccc23)cc1	0	-4	0	1	18*	-4	3	4	2	-2
O=C(NCc1ccccc1)C(c1ccc(C(F)(F)F)cc1)N1CCN(CCN2CCOCC2)CC1 (centres undefined)	-1	1	-6	.	1	0	4	-2	-6	-1
Cc1cccc2[nH]c3c(N4CCC5(CC4)OCCO5)ncnc3c12	-1	2	-4	-1	2	0	8	6	-1	-7
CSc1ccc(Cn2c(C)c(C(=O)NCc3ccc(F)cc3)sc2=O)cc1	-8	0	-1	.	-9	3	-8	2	3	3
CCCc1nnc(NC(=O)COc2ccc3c(c2)OCO3)s1	-1	-4	5	10	0	5	-7	0	1	-7
COc1cc(C2C(C#N)=C(N)OC3=C2C(=O)CCC3)c([N+](=O)[O-])cc1OC (centres undefined)	23	13*	-11	5	2	3	2	23	21*	6

# High-throughput results deposited in PubChem by several laboratories.
